# WT yeast gro inh: growth inhibition of WT yeast, mitochondrial fusion screen; inhibition, % at 10 µM; 190,000 tested, 2.1% active; mitochondrial fusion phenotypic screen, WT strain; AID 1362; in the data active means inhibition above about 58%; tested in S. cerevisiae
# RSV CPE inhibition: RSV antiviral activity via CPE protection, HEp-2 cells, primary 10 µM value included (AID 2391). HEp-2 cells, RSV-induced CPE inhibition; higher % means a stronger effect. CPE inhibition, % at 10 µM; hits with a dose series show IC50 in µM. 310,000 tested, 0.13% active; in the data active means a potency from the dose series; inconclusive means CPE inhibition mostly from about 23% at the one dose, without a potency; inactive means the rest, 99 in 100 with CPE inhibition below about 21%; further: strong numbers were not always called active
# West Nile antiviral: West Nile virus antiviral activity, cell-based, CPE readout (AID 1621); West Nile virus-infected cells, CPE inhibition; higher % means a stronger effect; CPE inhibition, % at 10 µM; hits with a dose series show IC50 in µM; 290,000 tested, 0.02% active; in the data active means a potency from the dose series; inconclusive means CPE inhibition mostly from about 3.7% at the one dose, without a potency; inactive means the rest, 99 in 100 with CPE inhibition below about 2.2%; further: strong numbers were not always called active
# MgcRacGAP inhibition: MgcRacGAP GTPase-activating activity inhibitors, confirmation, biochemical, ADP Hunter fluorescence | inhibition, % at 30 µM; hits with a dose series show IC50 in µM | MgcRacGAP-stimulated Rac1 GTP hydrolysis, ADP Hunter fluorescence; higher % means a stronger effect; GST-tagged Rac1 F28L mutant substrate | AID 624330 | 340,000 tested, 0.6% active;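 active means first-screen hits whose inhibition reached a set limit at any dose in the follow-up dose series; inconclusive means inhibition above the set first-screen limit but never retested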;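 further: fluorescence reports GDP produced by GAP-driven GTP hydrolysis; strong numbers were not always called active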
# T cell modulator: modulates CD8 T cell binding to vesicles; 330,000 tested, 0.068% active; calls only at 7 µM; AID 2052; 2C CD8+ T cell-vesicle binding, flow cytometry; active compounds read low;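 active means response, share of CD8 T cells binding vesicles, and their 90th percentile fluorescence all below set limits, cut at about 80% in these data, passing the limit was not always enough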
#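 Benchmarks: naked versus QL9-loaded vesicles / Assay system: purified 2C TCR transgenic mouse naive CD8+ T cells / Technique: high-throughput flow cytometry with anti-B7-1 and anti-CD8 staining / Timing: Cell–vesicle co-incubation 1.5 h at 37 °C, staining 20 min on ice / Read-out: percent CD8+ FL2 mean versus row control / Probe or stimulus: QL9-loaded Drosophila micro-vesicles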
# PhoP inhibition: inhibitors of PhoP regulon expression, primary screen, Salmonella Typhimurium, GFP reporter (AID 1863). 300,000 tested, 0.16% active. S. Typhimurium PhoP-regulated promoter GFP reporter, 4 h; higher % means a stronger effect. one-dose inhibition, % at 50 µM; IC50 in µM for titrated hits;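 active means inhibition over 29.93%, a cutoff 3 SD above the screen mean, later confirmed by dose response; inconclusive means inhibition over 29.93% but no dose response follow-up; inactive means inhibition at most 29.93% or unconfirmed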;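 further: 0% = low Mg2+ inducing control and 100% = high Mg2+ repressing control; strong numbers were not always called active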
# b-catenin transl: beta-catenin nuclear translocation modulation; HeLa beta-catenin nuclear translocation, immunofluorescence imaging; nuclear translocation activity, % at 5 µM; 190,000 tested, 0.3% active;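 active means nuclear translocation activity above 50% at 5 µM, with a well cell count of 50 or more; inconclusive means wells under 50 cells across six images, flagged as toxic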;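 further: per-cell ratio of nuclear to cytoplasmic median beta-catenin stain intensity; plate controls were DMSO negative control for no effect and GSK-3 inhibitor IX positive control for full effect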
#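 Test system: HeLa cells, endogenous beta-catenin; Compound: single 5 µM dose plus 0.02–20 µM confirmation series; Times: compound exposure 24 h at 37°C; Signal: fluorescence imaging of beta-catenin antibody stain plus DAPI; Read-out: % activation, nuclear-to-cytoplasmic median beta-catenin signal ratio per cell.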
# Large T inhibition: SV40 large T antigen inhibitors, biochemical (AID 1903); 310,000 tested, 0.39% active; SV40 large T antigen ATPase/helicase inhibition assay; higher % means a stronger effect; one-dose inhibition, % at 20 µM; IC50 in µM for titrated hits; in the data active means a potency from the dose series; inconclusive means inhibition mostly from about 32% at the one dose, without a potency; inactive means the rest, 99 in 100 with inhibition below about 32%; further: strong numbers were not always called active
# Myeloid diff 2: myeloid differentiation induction. calls only at 10 µM. 360,000 tested, 1% active. ER-HoxA9 myeloid progenitors, lysozyme-GFP differentiation, flow cytometry;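 active means normalized GFP-positive differentiation at or above the plate's own cutoff, the solvent-only control mean plus 3 SD; inconclusive means no clear call, values can overlap the other calls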;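 further: cells exposed to compound for four days before flow analysis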
# WT yeast gro inh mutant strain: further read-out of WT yeast gro inh, marked with its call; inhibition, %; mitochondrial fusion phenotypic screen, mutant strain inhibition
# b-catenin transl cell count 5 µM: recorded beside b-catenin transl, whose call it bears; cell count; measured here: cell count, cytotoxicity flag
# T cell modulator vesicle-bound %: further read-out of T cell modulator, marked with its call; double positive events, %; measured here: CD8+ vesicle-bound cell fraction;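 binding gate set so that unloaded-vesicle control wells show 10% double positive cells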
# Myeloid diff 2 GFP+ MAC1+ %: further read-out of Myeloid diff 2, marked with its call; GFP+ MAC1+ double positive, %; measured here: differentiation confirmed by MAC1 staining
# Numbers without * were called inactive; i = inactive; ? = inconclusive; · = no result given.
SMILES,WT yeast gro inh,WT yeast gro inh mutant strain,RSV CPE inhibition,West Nile antiviral,MgcRacGAP inhibition,T cell modulator,T cell modulator vesicle-bound %,PhoP inhibition,b-catenin transl,b-catenin transl cell count 5 µM,Large T inhibition,Myeloid diff 2,Myeloid diff 2 GFP+ MAC1+ %
CCOC(=O)c1ccc(NC(=O)CN2C(=O)NC3(CCC(C)CC3)C2=O)cc1 (centres undefined),1,-14,-0.7%,-1.0%,4%,i,45,-6%,-5.3,1059,12%,i,0.2
CCOC(=O)/C=C1\NC(=O)C(C)S1 (centres undefined),6,6,1.2%,-0.3%,10%,i,34,-7%,·,·,-4%,i,2.4
Cc1nc2cc(NS(=O)(=O)c3cccc4cccnc34)ccc2s1,·,·,5.2%,-0.5%,4%,i,16,-8%,·,·,6%,i,0.4
COc1ccc(Cl)cc1NC(=O)CSc1ncnc2c1oc1ccccc12,-9,-34,2.2%,0.2%,8%,i,63,-1%,-2.7,565,-2%,i,0.5
CCCOc1ccc(C(=O)C(CN2CCCC2)c2ccccc2)cc1 (centres undefined),32,4,-2.5%,-1.9%,10%,i,27,10%,14,106,9%,?,·
COc1cccc(-n2c(SCC(=O)NCc3ccco3)nnc2-c2c[nH]c3ccccc23)c1,-30,-3,16%,-0.5%,5%,i,28,-7%,1.9,1073,4%,i,3.6
COc1ccc(NC(C)=O)cc1S(=O)(=O)Nc1ccccc1C(=O)NCCc1ccccc1,·,·,1.3%,-0.5%,1%,i,49,-3%,·,·,15%,i,0.6
CN(C)c1ccc(N=Nc2ccccc2C(=O)OCC(=O)N(C)C2CCCCC2)cc1,42,-4,-0.2%,-0.3%,-1%,i,37,-4%,-2.2,1077,5%,i,0.8
CC1CN(S(=O)(=O)c2cc(C(=O)N(CCc3ccccc3)Cc3ccccc3)ccc2Cl)CC(C)O1 (centres undefined),·,·,20%,·,9%,i,50,-1%,·,·,19%,·,·
C=CCn1c(SCc2c(C)noc2C)nc2sc(C)c(C)c2c1=O,43,-7,-0.6%,3.2%,-2%,i,39,0%,·,·,12%,?,·
Nc1nc(NCc2c(F)cccc2Cl)nn1-c1ccccc1,-1,8,1.0%,0.5%,3%,i,57,8%,5.7,1098,3%,i,0.4
COc1ccccc1N1CCN(CC(O)c2ccc3cc[nH]c3c2)CC1 (centres undefined),11,17,-1.1%,-0.3%,10%,i,29,23%,-0.8,1098,2%,i,5.4
COc1cc(CN2CCC(Oc3cc(C(=O)NC4CC4)ccc3OC)CC2)cc(OC)c1,·,·,1.1%,0.0%,0%,i,29,0%,·,·,7%,i,1.0
CC(=O)c1cccc(NC(=O)CCCSc2ccccc2)c1,·,·,0.1%,-0.4%,8%,i,25,1%,·,·,11%,i,0.7
Cc1cc(C)c(C2C(C#N)=C(N)Oc3n[nH]c(C)c32)cc1CN1CCCC1 (centres undefined),1,1,-1.6%,-0.2%,-1%,i,24,0%,·,·,18%,i,6.8
Cc1ccc(C2CC(c3cccc(Cl)c3)n3nc(N)nc3N2)cc1 (centres undefined),0,5,3.0%,-0.9%,3%,i,64,0%,-0.1,1083,7%,i,1.4
O=C(NCCO)/C(=C/c1ccc2c(c1)OCO2)NC(=O)c1ccc(Br)cc1,-12,-16,1.2%,-0.8%,-2%,i,7,2%,-0.5,982,7%,i,0.3
CN(c1cccc(NC(=O)CN(c2cccc(Cl)c2)S(=O)(=O)c2ccccc2)c1)S(C)(=O)=O,0,4,2.0%,-1.0%,10%,i,45,1%,-2.2,1087,-6%,i,1.0
COc1ccc(N2C(=O)/C(=C/c3cccnc3)NC2=S)cc1,6,21,-0.7%,-0.4%,3%,i,9,-3%,0.2,1047,12%,i,0.5
COc1ccc(S(=O)(=O)N2CCC(NC(=O)C3CCCCC3)CC2)cc1,·,·,1.8%,-0.3%,7%,i,31,4%,·,·,19%,i,1.0
Nc1cccnc1Sc1ccc([N+](=O)[O-])cn1,18,11,·,-0.6%,9%,·,·,6%,-2.3,575,22%,i,0.5
CCOC(=O)C(C(=O)OCC)C(Nc1ccccc1)c1ccccc1 (centres undefined),-4,15,0.2%,0.0%,6%,i,39,5%,0.4,1145,3%,i,0.6
CN(CCC#N)S(=O)(=O)c1ccc2[nH]cc(C(=O)NCCc3ccccc3)c(=O)c2c1,-2,-9,1.0%,2.8%,7%,i,28,8%,0.6,536,13%,i,0.0
CC(C)n1nc(C(=O)NCc2ccc3c(c2)OCO3)c2ccccc2c1=O,·,·,3.6%,-1.0%,4%,i,60,-4%,-2.4,1091,2%,i,0.2
CCN(C(=O)COC(=O)/C=C/c1nc2ccccc2s1)C1CCS(=O)(=O)C1 (centres undefined),-18,-17,2.9%,-0.5%,7%,i,34,-2%,-1.4,1076,11%,i,0.9
COC(=O)c1sccc1NC(=O)Nc1ccc(OC)cc1OC,·,·,0.6%,-0.1%,5%,i,17,-1%,·,·,7%,i,1.2
Cc1ccc(C)c(OCCC(=O)OCC(=O)NCc2ccc(F)cc2)c1,·,·,0.9%,-0.1%,6%,i,65,-1%,·,·,9%,i,0.6
O=C(Cc1ccc([N+](=O)[O-])cc1)Nc1cccnc1,·,·,4.5%,-0.3%,11%,i,35,-5%,0.8,1037,9%,i,0.9
Cc1cc(C)nc(SC(C)CNS(=O)(=O)c2ccccc2)n1 (centres undefined),-7,2,4.5%,-0.7%,-1%,i,15,-1%,-2.1,1087,-1%,i,0.6
O=C(c1cc2nc(-c3ccccc3)cc(-c3ccccc3)n2n1)N1CCCC1,10,14,-1.3%,1.1%,8%,i,27,-6%,-0.8,1050,32%,i,0.4

# Shown tab-delimited: entries from further up.
compound	WT yeast gro inh	WT yeast gro inh mutant strain	RSV CPE inhibition	West Nile antiviral	MgcRacGAP inhibition	T cell modulator	T cell modulator vesicle-bound %	PhoP inhibition	b-catenin transl	b-catenin transl cell count 5 µM	Large T inhibition	Myeloid diff 2	Myeloid diff 2 GFP+ MAC1+ %
CC(C)n1nc(C(=O)NCc2ccc3c(c2)OCO3)c2ccccc2c1=O	·	·	3.6%	-1.0%	4%	i	60	-4%	-2.4	1091	2%	i	0.2
O=C(Cc1ccc([N+](=O)[O-])cc1)Nc1cccnc1	·	·	4.5%	-0.3%	11%	i	35	-5%	0.8	1037	9%	i	0.9

# Going on with the list:
SMILES,WT yeast gro inh,WT yeast gro inh mutant strain,RSV CPE inhibition,West Nile antiviral,MgcRacGAP inhibition,T cell modulator,T cell modulator vesicle-bound %,PhoP inhibition,b-catenin transl,b-catenin transl cell count 5 µM,Large T inhibition,Myeloid diff 2,Myeloid diff 2 GFP+ MAC1+ %
O=C(Cn1c(CO)nc2ccccc21)Nc1ccccc1Cl,-25,11,0.2%,0.0%,6%,i,14,-8%,-3.7,1121,9%,i,0.6
CCCN1CCN(S(=O)(=O)c2cn(C)nc2C)CC1,·,·,1.1%,-0.1%,10%,i,6,7%,·,·,-1%,i,0.2
CN(C)c1ccc(C(CNC(=O)c2ccco2)N2CCCC2)cc1 (centres undefined),·,·,·,-0.2%,7%,i,24,-7%,·,·,10%,i,0.9
FC(F)(F)c1ccc(NCc2ccccn2)nc1,·,·,1.9%,0.0%,2%,i,42,11%,·,·,12%,i,0.6
CS(=O)(=O)N(CC(=O)NCc1ccccc1)c1ccc(Cl)cc1,·,·,0.5%,-0.4%,10%,i,3,-4%,·,·,7%,i,0.5
CC1CCN(S(=O)(=O)c2ccc(Oc3ccc([N+](=O)[O-])cc3)cc2)CC1,61*,6.8*,6.7%,·,6%,i,42,1%,·,·,25%,i,3.3
CCC1(C)Cc2ccccc2-c2nc(NCCO)n(-c3ccccc3)c(=O)c21 (centres undefined),4,10,0.7%,-0.5%,9%,i,38,2%,-1.8,1153,3%,i,0.7
S=C1NCCNC(=S)NCCOCCOCCOCCN1,0,3,1.8%,-0.2%,-24%,i,0,-3%,-1.7,1117,8%,i,0.9
CCSC(=O)CCCCCCCCCCCO,49,19,0.7%,0.3%,5%,i,51,1%,·,·,9%,i,1.1
O=[N+]([O-])c1ccc(F)cc1Oc1nc(-c2cccnc2)nc2ccccc12,2,4,-1.5%,-1.4%,-2%,i,17,-6%,1.5,1098,5%,i,0.5
CC(C)(C)NC(=O)CN(C(=O)CS(=O)CC(=O)Nc1ccc(F)cc1)c1cccc(F)c1 (centres undefined),-16,4,4.2%,-0.6%,-2%,i,50,·,0.8,852,·,i,0.8

# One compound at a time, as listed above:
# CCSC(=O)CCCCCCCCCCCO as listed: WT yeast gro inh = 49; WT yeast gro inh mutant strain = 19; RSV CPE inhibition = 0.7%; West Nile antiviral = 0.3%; MgcRacGAP inhibition = 5%; T cell modulator = i; T cell modulator vesicle-bound % = 51; PhoP inhibition = 1%; b-catenin transl = ·; b-catenin transl cell count 5 µM = ·; Large T inhibition = 9%; Myeloid diff 2 = i; Myeloid diff 2 GFP+ MAC1+ % = 1.1
# O=[N+]([O-])c1ccc(F)cc1Oc1nc(-c2cccnc2)nc2ccccc12 as listed: WT yeast gro inh = 2; WT yeast gro inh mutant strain = 4; RSV CPE inhibition = -1.5%; West Nile antiviral = -1.4%; MgcRacGAP inhibition = -2%; T cell modulator = i; T cell modulator vesicle-bound % = 17; PhoP inhibition = -6%; b-catenin transl = 1.5; b-catenin transl cell count 5 µM = 1098; Large T inhibition = 5%; Myeloid diff 2 = i; Myeloid diff 2 GFP+ MAC1+ % = 0.5
# CCC1(C)Cc2ccccc2-c2nc(NCCO)n(-c3ccccc3)c(=O)c21 (centres undefined) as listed: WT yeast gro inh = 4; WT yeast gro inh mutant strain = 10; RSV CPE inhibition = 0.7%; West Nile antiviral = -0.5%; MgcRacGAP inhibition = 9%; T cell modulator = i; T cell modulator vesicle-bound % = 38; PhoP inhibition = 2%; b-catenin transl = -1.8; b-catenin transl cell count 5 µM = 1153; Large T inhibition = 3%; Myeloid diff 2 = i; Myeloid diff 2 GFP+ MAC1+ % = 0.7
